Myeloid diff 2: myeloid differentiation induction | 360,000 compounds, 1% hits | ER-HoxA9 myeloid progenitors, lysozyme-GFP differentiation, flow cytometry | calls only at 10 µM;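 active = normalized GFP-positive differentiation at or above the plate's own cutoff, the solvent-only control mean plus 3 SD; inconclusive = no clear call, values can overlap the other calls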;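 also: cells exposed to compound for four days before flow analysis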
GPR35 arrestin U2OS: GPR35 antagonists blocking zaprinast-driven arrestin recruitment, primary screen, imaging, U2OS, beta-arrestin-GFP, zaprinast agonist (AID 2058); U2OS GPR35 beta-arrestin-GFP translocation imaging, zaprinast antagonism; higher % means a stronger effect; inhibition, % at 10 µM, or IC50 in µM where a hit was titrated; 290,000 compounds, 0.052% hits;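 active = inhibition of at least 50% with at least 30 cells and total cytoplasm GFP at most 10,000,000; inconclusive = under 30 cells or total GFP of 10,000,000 plus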
KOR beta-arrestin-1: kappa opioid receptor blockers – cell-based, luminescence, uHTS (AID 1778); KOR beta-arrestin recruitment, luminescence, antagonist mode; higher % means a stronger effect; one-dose inhibition, % at 10 µM; IC50 in µM for titrated hits; 290,000 compounds, 0.091% hits; also: strong numbers were not always called active
GPR55 antagonists: GPR55 antagonists blocking LPI-driven arrestin recruitment, primary screen, imaging, U2OS, beta-arrestin-GFP, LPI agonist (AID 2013); 290,000 compounds, 0.13% hits; U2OS GPR55 beta-arrestin-GFP translocation imaging, LPI antagonism; higher % means a stronger effect; one-dose inhibition, % at 10 µM; IC50 in µM for titrated hits;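 active = spots per cell inhibited over 60%, with over 100 cells counted and total cytoplasm intensity under 500,000; inconclusive = wells with under 100 cells, flagged as likely toxic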;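 also: U2OS cells stably carrying GPR55 and arrestin-GFP stimulated by 5 µM LPI near EC80; imaged beta-arrestin-GFP aggregate spots per cell after agonist stimulation; plate controls were LPI-stimulated DMSO wells for no effect and DMSO wells without LPI for full effect; some results filed as inactive read as strong as hits; confirmed hits need IC50 under 10 µM and bright autofluorescent wells are also inconclusive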
KOR beta-arrestin-2: kappa opioid receptor activators – cell-based, luminescence, uHTS, primary screen (AID 1777). 280,000 compounds, 0.02% hits. activation, % at 10 µM, or EC50 in µM where a hit was titrated. KOR beta-arrestin recruitment, luminescence; higher % means a stronger effect; in the data active = activation above about 50%, passing the limit was not always enough; also: a part of the inactive calls stands beside numbers as strong as those of hits
NOD1 NF-kB reporter: NOD1 signaling inhibitors, primary screen, cell-based, luminescence, uHTS (AID 1578) | one-dose inhibition, % at 4 µM; EC50 in µM for titrated hits | 290,000 compounds, 1% hits | NOD1-driven NF-kB luciferase reporter cells, luminescence; higher % means a stronger effect; in the data active = inhibition mostly above about 36%, no sharp cut-off; inactive = mostly below about 34%;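 also: HEK-293T reporter cells stimulated with the NOD1 agonist gamma-tri-DAP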
NOD2 inhibition: NOD2 signaling inhibitors, cell-based, luminescence, uHTS, HEK293 (AID 1566). HEK293 NOD2/NF-kB luciferase reporter, luminescence; higher % means a stronger effect. inhibition, % at 4 µM, or EC50 in µM where a hit was titrated. 290,000 compounds, 0.63% hits; also: many of its hits are not listed in these tables
GPR55 beta-arrestin: GPR55 agonists via beta-arrestin recruitment, primary screen, imaging, U2OS cells, beta-arrestin-GFP redistribution (AID 1961); U2OS GPR55 beta-arrestin-GFP redistribution imaging; higher % means a stronger effect; activation, % at 10 µM; hits with a dose series show EC50 in µM; 290,000 compounds, 0.048% hits;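 active = activation above 40% with more than 50 cells counted in the well; inconclusive = wells holding fewer than 50 cells, flagged as toxic or sparse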;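 also: U2OS osteosarcoma cells stably expressing GPR55 and beta-arrestin-GFP; plate controls were DMSO negative control for no effect and LPI positive control for full effect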
HIV peptide binding: cell-free HIV fusion peptide-binding blockers – biochemical, uHTS, fluorescence dequenching, primary screen (AID 1986); cell-free peptide binding, fluorescence dequenching, 30 min; higher % means a stronger effect; one-dose inhibition, % at 20 µM; IC50 in µM for titrated hits; 290,000 compounds, 0.3% hits; in the data active = inhibition mostly above about 52%, no sharp cut-off; inactive = mostly below about 76%; also: some results filed as inactive read as strong as hits
Myeloid diff 2 GFP+ MAC1+ %: second read-out of Myeloid diff 2, no call of its own (marks repeat the call); GFP+ MAC1+ double positive, %; measured here: differentiation confirmed by MAC1 staining
Starred values were filed as active, the others as inactive; i = inactive; ? = inconclusive; nt = no result given; [ ] = another dose, or the depositor's remark. Rule as the data show it, unless noted: active = inhibition above about 50%; inactive = the rest. These rows are one share of the data (hit frequency here may not be typical).

SMILES	Myeloid diff 2	Myeloid diff 2 GFP+ MAC1+ %	GPR35 arrestin U2OS	KOR beta-arrestin-1	GPR55 antagonists	KOR beta-arrestin-2	NOD1 NF-kB reporter	NOD2 inhibition	GPR55 beta-arrestin	HIV peptide binding
C/C(=N/OC(=O)c1cccc(C(F)(F)F)c1)c1cnccn1	i	0.2	-6%	-6%	3%	1.7%	-23%	10%	-0.2%	1.1%
CC(C)(C)c1ccc(-c2nnc(SCC(=O)NC3CCS(=O)(=O)C3)n2N)cc1 (stereo unspecified)	i	0.1	3%	-2%	9%	-3.3%	18%	3%	0.5%	-3.6%
O=C(NC1CCCC1)C(c1cccnc1)N(C(=O)c1csnn1)C1CC1 (stereo unspecified)	i	0.6	2%	30%	-9%	-4.9%	-11%	14%	-0.1%	1.2%
CC1S/C(=N/N=C/c2cccs2)NC1=O (stereo unspecified)	i	0.6	-2%	-15%	3%	-3.3%	-24%	-11%	-0.3%	0.9%
Cn1cc(/C=C2\SC(=S)N(NC(=O)c3cccc(Cl)c3)C2=O)c2ccccc21	i	1.4	30%	30%	20%	-2.7%	6%	4%	-0.1%	69%*
CC(C)NC(=O)c1sc2nc3c(c(-c4cccs4)c2c1N)CN(C)CC3	i	0.5	2%	5%	16%	10%	-30%	4%	-0.1%	1.4%
COc1ccc2nc(C)cc(SCC(=O)N/N=C/c3ccc(O)c(O)c3)c2c1	i	1.6	-18%	-12%	4%	-1.1%	-1%	5%	0.0%	8.2%
O=C(CSc1nc(-c2ccco2)cc(C(F)(F)F)n1)N1CCCc2ccccc21	i	1.0	4%	34%	-1%	3.5%	-4%	9%	0.1%	2.4%
CC(C)Oc1cccc(C(=O)NC(=S)Nc2ccc(N3CCN(C)CC3)cc2)c1	i	0.1	5%	-17%	7%	-1.2%	-8%	7%	0.5%	-1.8%
Cc1cc(C)c2nc(-c3ccccn3)cc(C(=O)Nc3cc(C)on3)c2c1	i	0.5	21%	25%	2%	12%	-31%	2%	0.0%	2.1%
COc1ccc(-c2nc(CC(=O)O)cs2)cc1	i	0.0	13%	-38%	-1%	-4.8%	-6%	5%	-0.1%	0.8%
O=C(O)C1Nc2c(C(=O)N3CCOCC3)cccc2C2C=CCC12 (stereo unspecified)	i	0.5	-10%	15%	11%	-6.8%	7%	8%	-0.2%	0.9%
O=C(NCc1cccs1)c1cc2c(s1)CS(=O)(=O)C2	i	2.1	19%	4%	-8%	2.4%	-28%	-7%	0.1%	5.1%
O=C(Nc1ccc(Br)cc1)c1ccc(F)c(S(=O)(=O)N2CCN(c3ccccn3)CC2)c1	i	0.4	-4%	-18%	4%	2.2%	nt	nt	-0.3%	0.3%
CN(Cc1ccccc1)C(=O)Cn1c(=O)oc2cc(S(=O)(=O)N3CCCC3)ccc21	i	2.3	-4%	24%	-7%	2.4%	-11%	7%	-0.1%	8.1%
O=C(CCS(=O)(=O)c1ccccc1)Nc1ccc2c(c1)OCO2	i	0.6	-2%	-16%	0%	1.5%	-59%	-45%	0.5%	-0.1%
Cc1cccc(N2CCN(CC(O)COc3ccc(Cl)cc3)CC2)c1 (stereo unspecified)	i	0.3	6%	10%	15%	3.1%	7%	19%	0.4%	-0.3%
Cc1ccc(S(=O)(=O)N2CCCSCC2)cc1	i	0.7	6%	-28%	-7%	3.1%	-12%	6%	-0.1%	-0.5%
CC1(C)Oc2nc3ccccc3n2/C1=C\C#N	i	1.2	5%	-53%	0%	-19%	42%*	-20%	-0.2%	-1.6%
O=C(NC(=S)Nc1ccc(S(=O)(=O)N2CCCC2)cc1)c1cccs1	i	0.6	9%	10%	9%	-0.9%	23%	-2%	0.0%	-1.4%
CS(=O)(=O)c1nc(S(=O)(=O)c2ccc(Cl)cc2)c(N2CCC(O)CC2)s1	?	nt	0%	10%	-15%	-1.8%	-4%	34%	0.3%	-0.5%
O=C(NC(=S)NC1CCCC1)c1ccccc1Br	i	0.4	6%	-14%	5%	-2.2%	-18%	-17%	0.0%	0.0%
COC(=O)c1sccc1NC(=O)c1ccc(C#N)cc1	i	0.2	13%	-15%	-5%	3.4%	-1%	0%	-0.1%	5.0%
COc1ccc(Cn2cnc3c4cc(F)ccc4n(C)c3c2=O)cc1	i	0.2	1%	-45%	0%	4.1%	-8%	-12%	0.7%	0.9%
CCCNC(=O)Cn1nc([N+](=O)[O-])c([N+](=O)[O-])c1C	i	2.2	-9%	-16%	1%	-6.4%	-9%	3%	-0.2%	-2.2%

With a hit mark in HIV peptide binding, of those listed so far:
structure,Myeloid diff 2 GFP+ MAC1+ %,GPR35 arrestin U2OS,KOR beta-arrestin-1,KOR beta-arrestin-2,NOD1 NF-kB reporter,NOD2 inhibition,HIV peptide binding
Cn1cc(/C=C2\SC(=S)N(NC(=O)c3cccc(Cl)c3)C2=O)c2ccccc21,1.4,30%,30%,-2.7%,6%,4%,69%*

(further entries)
SMILES	Myeloid diff 2	Myeloid diff 2 GFP+ MAC1+ %	GPR35 arrestin U2OS	KOR beta-arrestin-1	GPR55 antagonists	KOR beta-arrestin-2	NOD1 NF-kB reporter	NOD2 inhibition	GPR55 beta-arrestin	HIV peptide binding
CN(C)C(=O)CSc1nnc(-c2cc(-c3cccs3)nc3ccccc23)o1	i	0.6	-15%	-77%	-8%	10%	36%	19%	-0.2%	-0.2%
CC12CCC(=O)N1C(C(=O)OCc1c(Cl)cccc1Cl)CS2 (stereo unspecified)	i	0.7	0%	-15%	10%	1.2%	-32%	10%	0.3%	-0.9%
C=CCc1ccccc1OCCn1nnc2ccccc21	i	0.9	11%	0%[20 µM]	14%	0.5%	-28%	4%	0.0%	-0.3%
Nc1cnc(Br)cc1Br	i	0.8	-14%	-8%	-1%	4.0%	-22%	6%	0.1%	2.0%
CCOC(=O)CSc1nc2sc(C)c(C)c2c(=O)[nH]1	i	0.8	10%	-39%	-6%	3.2%	-3%	10%	-0.1%	-2.0%
Cc1nn(CC(=O)N/N=C/c2cccs2)c(C)c1[N+](=O)[O-]	i	0.2	-3%	5%	12%	0.5%	-4%	1%	-0.1%	-1.1%
Cc1ccc(/C=N/NC(=O)Cc2cccs2)o1	i	0.6	9%	-45%	-13%	3.0%	22%	13%	-0.1%	2.4%
Cc1ccc(-c2nnc3ccc(SCC(=O)NCc4ccco4)nn23)cc1	i	9.4	-3%	-11%	-9%	-0.8%	-13%	14%	-0.2%	4.2%
COc1ccccc1C(=O)N/C(=C/c1ccco1)C(=O)Nc1cccc(C(=O)O)c1	i	2.2	1%	-3%	9%	-4.4%	-22%	6%	-0.1%	41%
O=C(O)c1ccc(CNS(=O)(=O)c2ccc3ccccc3c2)cc1	i	0.6	18%	-12%	-1%	1.4%	31%	1%	-0.1%	1.6%
COc1ccc(-n2c(CN3CCN(C)CC3)nc3ccc([N+](=O)[O-])cc3c2=O)c(OC)c1	i	0.4	-8%	0%	8%	6.0%	-17%	-6%	-0.1%	-0.1%
CC(NC(=O)CCNS(=O)(=O)c1cccc2nsnc12)c1ccccc1 (stereo unspecified)	i	0.4	-7%	6%	-3%	-5.4%	-17%	-5%	0.5%	-0.4%
FC(F)(F)c1cc(NC2CCCCC2)ccn1	i	0.4	-4%	6%	3%	-2.3%	9%	24%	-0.1%	2.5%
O=C(COc1ccc(Br)cc1)Nc1ccc(C(=O)Nc2ccccc2C(=O)O)cc1	i	1.6	2%	-25%	3%	8.6%	16%	26%	0.3%	72%
COc1cccc2c(=O)n(CC(=O)Nc3ccccc3F)ccc12	i	3.4	9%	-105%	-13%	2.4%	21%	-4%	-0.3%	0.4%
Cc1cc(C)n2cc(CSc3nnc(-c4ccccc4)o3)nc2n1	i	0.8	9%	-31%	-5%	3.5%	0%	-1%	0.2%	-1.7%
COc1cc(-c2nnc(SCc3cccnc3)n2C)cc(OC)c1O	i	1.6	14%	-14%	-2%	-1.7%	-3%	14%	0.3%	-0.8%
CCCn1c(SCC(=O)N2CCCc3ccccc32)nnc1-c1ccco1	i	3.8	17%	-8%	1%	-2.9%	-6%	12%	-0.2%	-0.5%
N#Cc1c(NC(=S)NC(=O)c2ccccc2)sc2c1CCC2	i	0.5	-11%	38%	1%	-2.4%	-15%	-19%	0.1%	15%
O=c1c2cc(N3CCOCC3)ccc2[nH]c(=S)n1CCCN1CCCCCC1	i	0.8	1%	-4%	-5%	-4.2%	-11%	6%	0.2%	-0.4%
Cc1cc(NC(=O)CSCC(=O)N(C)Cc2ccc(Cl)c(Cl)c2)no1	i	3.9	-7%	16%	7%	5.2%	-2%	7%	0.0%	0.5%

Not a retest: entries from further up.
SMILES	Myeloid diff 2	Myeloid diff 2 GFP+ MAC1+ %	GPR35 arrestin U2OS	KOR beta-arrestin-1	GPR55 antagonists	KOR beta-arrestin-2	NOD1 NF-kB reporter	NOD2 inhibition	GPR55 beta-arrestin	HIV peptide binding
CN(C)C(=O)CSc1nnc(-c2cc(-c3cccs3)nc3ccccc23)o1	i	0.6	-15%	-77%	-8%	10%	36%	19%	-0.2%	-0.2%
CC12CCC(=O)N1C(C(=O)OCc1c(Cl)cccc1Cl)CS2 (stereo unspecified)	i	0.7	0%	-15%	10%	1.2%	-32%	10%	0.3%	-0.9%
C=CCc1ccccc1OCCn1nnc2ccccc21	i	0.9	11%	0%[20 µM]	14%	0.5%	-28%	4%	0.0%	-0.3%
Nc1cnc(Br)cc1Br	i	0.8	-14%	-8%	-1%	4.0%	-22%	6%	0.1%	2.0%
CCOC(=O)CSc1nc2sc(C)c(C)c2c(=O)[nH]1	i	0.8	10%	-39%	-6%	3.2%	-3%	10%	-0.1%	-2.0%
Cc1nn(CC(=O)N/N=C/c2cccs2)c(C)c1[N+](=O)[O-]	i	0.2	-3%	5%	12%	0.5%	-4%	1%	-0.1%	-1.1%
Cc1ccc(/C=N/NC(=O)Cc2cccs2)o1	i	0.6	9%	-45%	-13%	3.0%	22%	13%	-0.1%	2.4%
Cc1ccc(-c2nnc3ccc(SCC(=O)NCc4ccco4)nn23)cc1	i	9.4	-3%	-11%	-9%	-0.8%	-13%	14%	-0.2%	4.2%
COc1ccccc1C(=O)N/C(=C/c1ccco1)C(=O)Nc1cccc(C(=O)O)c1	i	2.2	1%	-3%	9%	-4.4%	-22%	6%	-0.1%	41%

Compound activity deposited in PubChem by several laboratories.
